Source: PubChem
Mm-Cpn inhibitor: M. maripaludis TRiC chaperonin inhibition | Potency, µM (doses to about 76.9 µM), for inactives: top-dose activity, negative = inhibition, hits mostly inhibitors | 330,000 compounds, 0.031% hits | purified Mm-Cpn ATPase, ADP Transcreener TR-FRET; further: potency means the concentration at half of the fitted maximal effect; on the % scale 0 is the no-effect control and ±100 the full control effect; nearly all actives have a fitted effect of over 80% in size
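25 nM Mm-CPN + cpd, 10 min 37°C; + 10 uM ATP, 30 min 37°C; buffer 30 mM Tris pH 7.4, 100 mM KCl, 5 mM MgCl2, 1 mM DTT; Transcreener ADP HTRF detection 30 min RT.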
EPAC1 antagonist: antagonists of human EPAC1; Potency, µM (series often up to 115 µM), without a hit: at the highest dose activity change, negative = inhibition, hits mostly inhibitors; EPAC1 GEF assay, Rap1b-BODIPY-GDP exchange fluorescence; 360,000 compounds, 0.14% hits;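 further: potency means the concentration at half of the fitted maximal effect; plate controls were vehicle for no effect and positive control for full effect; nearly all actives have a fitted effect of over 50% in size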
Target sequence (O95398 whole entry, looked up): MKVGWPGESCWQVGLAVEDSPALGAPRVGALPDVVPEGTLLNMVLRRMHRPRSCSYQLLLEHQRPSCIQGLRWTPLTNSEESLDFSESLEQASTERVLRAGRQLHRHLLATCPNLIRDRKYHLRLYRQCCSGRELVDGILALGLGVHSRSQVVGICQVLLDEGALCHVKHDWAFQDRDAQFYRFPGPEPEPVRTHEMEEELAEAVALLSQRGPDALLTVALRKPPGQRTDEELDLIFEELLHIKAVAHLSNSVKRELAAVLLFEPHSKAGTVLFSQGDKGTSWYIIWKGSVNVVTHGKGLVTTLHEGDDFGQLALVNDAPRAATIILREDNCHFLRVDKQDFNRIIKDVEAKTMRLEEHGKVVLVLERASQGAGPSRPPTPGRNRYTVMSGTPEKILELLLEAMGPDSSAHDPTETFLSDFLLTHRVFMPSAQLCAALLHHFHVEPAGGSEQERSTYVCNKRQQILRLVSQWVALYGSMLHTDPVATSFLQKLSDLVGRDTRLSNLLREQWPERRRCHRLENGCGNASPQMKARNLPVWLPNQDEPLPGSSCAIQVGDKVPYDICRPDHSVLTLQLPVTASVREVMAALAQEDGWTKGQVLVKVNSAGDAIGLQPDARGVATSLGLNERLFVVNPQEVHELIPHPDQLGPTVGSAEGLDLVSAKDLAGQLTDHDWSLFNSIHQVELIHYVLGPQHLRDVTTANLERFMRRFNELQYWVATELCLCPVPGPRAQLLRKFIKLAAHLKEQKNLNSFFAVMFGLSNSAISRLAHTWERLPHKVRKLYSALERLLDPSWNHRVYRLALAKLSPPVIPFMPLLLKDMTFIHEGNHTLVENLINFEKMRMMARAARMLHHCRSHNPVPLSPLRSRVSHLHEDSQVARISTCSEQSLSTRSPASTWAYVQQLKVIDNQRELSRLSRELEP
PI5P4Ka inh: inhibitors of human PI5P4K alpha; P48426; 330,000 compounds, 1.2% hits; PI5P4Kalpha enzyme, ADP-Glo luminescence, 60 min; active compounds read low; max response, %; active means max response of -50% or lower; inconclusive means between -30% and -50%; inactive means -30% or higher; further: value at the top dose of about 77 µM; on the % scale 0 is the no-effect control and ±100 the full control effect
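Compounds were pin-transferred onto PI5P4Kalpha and substrate in HEPES pH 7.4 buffer with EGTA, CHAPS and 5% DMSO. ATP (5 microM final) started the reaction, which ran 60 minutes at room temperature before ADP-Glo detection.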
EPAC1 ag: agonists of human EPAC1. O95398. EPAC1 agonist qHTS, biochemical assay; response scale: 100% = response to 6.5 mM cAMP. Potency, µM (series often up to 154 µM), without a hit: at the top dose activation, hits mostly activators. 360,000 compounds, 0.073% hits; further: potency means the concentration at half of the fitted maximal effect; nearly all actives have a fitted effect of over 60% in size
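Compounds were pinned as a concentration titration into mixtures of EPAC1 (100 nM), BODIPY-GDP-loaded Rap1B (250 nM) and GDP (50 uM). After 5 min at room temperature, fluorescence was followed for 30 min; activity was scaled to 6.5 mM cAMP.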
CCT modulator: changes cytosolic chaperonin activity. 360,000 compounds, 0.3% hits. purified chaperonin ATPase assay, HTRF ADP detection, 30 min. activity change, % (no concentration beside the values), hits read low. AID 651819; in the data active means activity change below about -30%; further: on the % scale 0 is the no-effect control and ±100 the full control effect
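Nucleotide hydrolysis assay: TRiC at 20–40 nM final (set by batch activity) with 10 uM ATP, 30 min at 37 °C, in presence of 76 uM compound. Detection by competitive ADP HTRF, 30 min ambient.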
PLK1 PBD inh: inhibitors of human PLK1 polo-box domain binding. 360,000 compounds, 2.8% hits. Plk1 PBD binding of FITC phosphopeptide, fluorescence polarization. Potency, µM, for the others: max response, negative = inhibition, actives largely listed as inhibitors. P53350; further: potency means the concentration at half of the fitted maximal effect; series mostly up to about 57 µM; on the % scale 0 is the no-effect control and ±100 the full control effect; nearly all actives have a fitted effect of over 65% in size
WRN inhibitor: blocks human WRN helicase; Q14191; WRN helicase unwinding, fluorescent forked duplex, kinetic; Potency, µM (highest dose often 114 µM), inactives show at the top dose activity change, negative = inhibition, most hits filed as inhibitors; 360,000 compounds, 0.46% hits; AID 651768; further: potency means the concentration at half of the fitted maximal effect; on the % scale 0 is the no-effect control and ±100 the full control effect; nearly all actives have a fitted effect of over 55% in size
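WRN at 20 nM final preincubated with compound 15 min at room temperature; reaction started with 100 nM fluorophore/quencher forked duplex oligonucleotide and 2 mM ATP final. Unwinding followed kinetically by red fluorescence (ex 525, em 598 nm).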
EPAC2 antag: blocks human EPAC2 exchange factor. EPAC2 GEF exchange of Rap1B-BODIPY-GDP, fluorescence. 360,000 compounds, 0.18% hits. Potency, µM (highest dose often 114 µM), for the others: at the top dose activity, negative = inhibition, most hits filed as inhibitors. Q8WZA2. AID 720708; further: potency means the concentration at half of the fitted maximal effect; on the % scale 0 is the no-effect control and ±100 the full control effect; nearly all actives have a fitted effect of over 45% in size; many of its hits are not listed in these tables
Starred values were filed as active, the others as inactive; u = inconclusive; x = no result given; [ ] = another dose, or the depositor's remark. Unless noted, the call rests on the fitted dose curve; in most records, active means well fitted curve in the direction sought with a large enough effect; inconclusive means small, poorly fitted or top-dose-only effect, or another doubt; inactive means no such curve, though single readings can be large; an effect the other way counts as inactive or inconclusive. A portion of the library (hit frequency here may not be typical).

Order of results: Mm-Cpn inhibitor, EPAC1 antagonist, PI5P4Ka inh, EPAC1 ag, CCT modulator, PLK1 PBD inh, WRN inhibitor, EPAC2 antag
- COc1ccc(C2C3=C(CC(C)(C)CC3=O)N(C)C3=C2C(=O)CC(C)(C)C3)cc1
    2%, -7%, 1, -1%, 1.5, 3%, -1%[57.1 µM], 2%
- O=C1NC(c2cn(-c3ccccc3)nc2-c2cccs2)C(C(=O)c2cccnc2)C(O)(C(F)(F)F)N1 (centres undefined)
    1%, -4%, -7, -1%, -5.3, -10%, -6%, -3%
- Cc1cccc(C)c1NC(=O)NC1(C(=O)NCCCN2CCOCC2)CCCCC1
    1%, -13%, -3, -1%, -3.2, -3%, 14%, -2%
- COc1ccc(NC(=O)c2ccc(N(C)S(C)(=O)=O)cc2)cc1OC
    0%, 12%, x, 4%, -1.7, -7%, -1%, 7%
- O=C(Nc1ccc2cccnc2c1)c1ccc(Br)cc1
    1%, -27%, 25, 16%, -4.9, -13%, 2%, -6%
- COc1cccc(Oc2ncnc(N)c2[N+](=O)[O-])c1
    1%, -1%, -2, 2%, 0.5, -12%, 1%, 3%
- N/C(=N\NS(=O)(=O)c1ccccc1C(F)(F)F)c1ccccn1
    -2%, -10%, -1, -8%, -1.0, 0%, -7%, 4%
- O=C(O)CCCCCn1c(SCC(=O)c2ccc(O)c(O)c2)nc2ccsc2c1=O
    -5%, -9%, 8, 1%, -2.6, -4%, u, 1%
- CCN(CC)CC(C)(C)C(=O)/C=C/c1ccc(/C=C/C(=O)C(C)(C)CN(CC)CC)cc1
    x, -7%, -8, 0%, 0.8, u, -3%, 13%
- COc1ccc(C(=O)Nc2ccccc2C(=O)Nc2ccccn2)cc1
    -1%, -13%, 8, 3%, -1.0, 0%, -5%[57.1 µM], -5%
- COc1cccc(OC)c1NC(=O)c1nc2c(nnn2Cc2ccccc2Cl)c(=O)[nH]1
    -4%, -2%, -24, -4%, -9.5, 0%, 6%, -8%
- COc1ccc(OCC(=O)NCC(c2ccc(OC)cc2)N2CCCCC2)cc1 (centres undefined)
    0%, 5%, 4, -3%, -0.1, u, -1%, -10%
- O=C(NNC(=O)c1cc(Br)ccc1O)c1csc(N2CCOCC2)n1
    3%, -26%, -20, -8%, -3.3, -6%, -32%, -10%
- O=c1ccc(Cc2ccccn2)n[nH]1
    0%, -10%, -7, -2%, -0.1, -7%, 3%, -1%
- O=c1oc2ccccc2c(CNc2ccccc2)c1[N+](=O)[O-]
    -2%, 2%, 2, 10%, 0.7, -8%, -1%, 3%
- CCCCCOC(=O)CSc1n[nH]c(=O)[nH]c1=O
    0%, -8%, 11, 10%, 0.0, -1%, -3%, -2%
- CCN1CCN(C(=O)c2cc(=O)c3cc(C)ccc3o2)CC1
    2%, -15%, -13, 4%, -0.6, -16%, 11%, 5%
- CCn1nc(C)c([N+](=O)[O-])c1C(=O)NNC(=O)c1ccccc1Cl
    -1%, 1%, 3, 9%, 0.6, -2%, 7%, 4%
- COC(=O)Nc1ccc(NC(C)=O)cc1
    1%, -12%, 3, 0%, 0.3, -8%, 1%, -4%
- CCCCNC(=S)NC(=O)c1ccc(Cl)cc1Cl
    1%, 5%, 7, 18%, -1.6, -5%, -14%, 2%
- O=C(O)C1Cc2ccccc2CN1C(=O)c1ccco1 (centres undefined)
    1%, -6%, 1, 0%, -2.2, -21%, -5%, 19%
- Cn1c(=O)c2c(-c3ccccc3)n(-c3cc([N+](=O)[O-])ccc3N)cc2n(C)c1=O
    x, 14%, -4, -10%, -0.7, -12%, 3%, 7%
- CC(C)c1ccc(S(=O)(=O)N2CCC3(CC2)OCCO3)cc1
    1%, -13%, -1, 1%, -3.3, -5%, -4%, -3%
- Nc1c(-c2ccc(Cl)cc2)nnn1-c1ccccc1
    -2%, -2%, 1, -8%, 1.4, -3%, -23%, 7%
- C/C(NCc1cccnc1)=C(\C#N)C(=O)NCc1ccccc1
    0%, 3%, 6, -5%, -8.5, 1%, 1%, -43%
- COCCCn1c(SCC(=O)NC(C)(C)C)nnc1-c1cccs1
    1%, 18%, -5, 4%, -2.6, -2%, -5%, 0%
- CCOc1ccc(CSCCNC(=S)Nc2ccccc2)cc1
    -2%, -3%, 1, 7%, -2.5, -2%, -28%[57.1 µM], 1%
- CCSc1nnc(-c2cccs2)o1
    0%, 15%, x, 2%, -0.6, 0%, -1%, 6%
- CCn1c(SCC(=O)Nc2ccc3c(c2)OCO3)nc2ccccc21
    4%, -18%, 1, 8%, 0.4, -4%, -4%, -3%
- Cc1nc(C(N)=O)nc2ccccc12
    1%, -10%, -4, -7%, 1.3, -8%, 8%, 6%

(next part)
Order of results: Mm-Cpn inhibitor, EPAC1 antagonist, PI5P4Ka inh, EPAC1 ag, CCT modulator, PLK1 PBD inh, WRN inhibitor, EPAC2 antag
- NC(=O)COc1ccc(-c2noc(COc3ccccc3[N+](=O)[O-])n2)cc1
    -2%, 1%, 2, 2%, -0.7, -4%, 4%, -5%
- CC(=O)c1cnc(Nc2cccc(Cl)c2Cl)s1
    -2%, 8%, 9, 9%, -0.1, u, 4%, -2%
- CCc1cc2c(SCC(=O)c3cccs3)ncnc2s1
    -16%, -2%, 0, 16%, -2.2, -11%, 0%, -4%
- N=c1sccn1CC(=O)Nc1ccc(S(=O)(=O)N2CCOCC2)cc1
    -3%, -2%, 2, 1%, -0.6, -4%, -4%, 2%
- NC(=O)CSc1nnc(-c2ccncc2)n1CCc1ccccc1
    0%, -2%, 1, 1%, -2.1, -11%, 0%, -4%
- O=C(Cn1c(-c2cscn2)nc2ccccc21)Nc1cc(F)ccc1F
    -1%, -2%, x, 4%, 0.2, 0%, -9%, -6%
- O=C(CCSc1ccccc1)Nc1nc2c(s1)CCCC2
    -3%, -3%, x, 19%, 0.4, -6%, -5%, -5%
- O=C(Nc1nnc(CCS(=O)(=O)c2ccc(Br)cc2)s1)c1ccc([N+](=O)[O-])cc1
    -6%, 5%, -4, -1%, 8.1, -6%, 8%, 5%
- O=C(Nc1ccc(Br)cn1)c1ccc([N+](=O)[O-])cc1Cl
    1%, 4%, -4, 1%, 0.0, -2%, 1%, 4%
- O=C(NC(=S)Nc1ccc2[nH]c(=O)[nH]c2c1)c1ccccc1F
    1%, -4%, -6, 11%, -3.1, -9%, 6%, 1%
- Cc1ccc(NC(=O)c2ncn(CCCN(C)CCc3ccccn3)n2)cc1C
    x, 3%, -11, -26%, 0.2, -11%, 4%, -11%
- CCc1noc(C)c1C(=O)N1CCCC(Nc2cccc(F)c2)C1 (centres undefined)
    x, 8%, -5, 5%, 0.2, -3%, -5%, 2%
- CCCn1c(=O)c2[nH]c(-c3ccc(S(=O)(=O)O)cc3)nc2n(CCC)c1=O
    -14%, -5%, -82*, -16%, -2.0, -15%, -2%, -19%
- CC(=O)Nc1cccc(C(=O)/C=C/c2ccc[nH]2)c1
    0%, -6%, -11, 1%, -1.4, 3%, -3%, 4%
- CC(C)Oc1ccc(CN2CCC2(C)C(=O)Nc2ccc3c(c2)OCO3)cc1 (centres undefined)
    x, -18%, 1, -15%, 2.2, -2%, -13%[57.1 µM], -1%
- CCOC(=O)c1[nH]c2ccc(Cl)cc2c1NC(=O)c1nonc1C
    -1%, 17%, 2, -5%, 0.3, -3%, 3%, 19%[57.1 µM]
- O=C(NCc1ccco1)C1CCN(C(=O)c2ccc([N+](=O)[O-])cc2)CC1
    -10%, 12%, -10, 3%, -2.5, -8%, -35%, -1%
- COc1ccccc1CC(=O)Nc1ccc2[nH]ncc2c1
    -1%, 8%, 1, -1%, -1.0, -11%, -26%, -16%
- O=C(NC(c1ccc(F)cc1)c1ccc2ccccc2n1)C1CCN(Cc2ccc3ccccc3n2)CC1 (centres undefined)
    x, -6%, -1, 2%, -0.5, 2%, -2%, -15%
- O=C(CCc1nc2ccccc2c(=O)[nH]1)NCc1ccco1
    -1%, -14%, 3, 4%, 1.5, -2%, 1%, -8%
- CC(C)Cn1c2c(c(O)c(C(=O)Nc3nccs3)c1=O)CCCC2
    -1%, 0%, -2, 3%, -0.7, -26%, 5%, 11%
- N#Cc1cccc(NC(=O)c2cc(C3CCCCN3C(=O)CCc3ccccc3)on2)c1 (centres undefined)
    x, 17%, -3, -1%, -0.9, 5%, -2%, 22%
- O=C(COC(=O)CCNS(=O)(=O)c1cccc(C(F)(F)F)c1)NC(=O)NC1CCCCC1
    1%, 20%, x, 4%, 0.8, -5%, -5%, -4%
- O=C(NCCSCc1ccco1)c1ccc(=O)[nH]c1
    2%, -16%, 4, 2%, 1.1, -4%, -6%[11.6 µM], -1%
- CCN(CC(=O)NCc1cccs1)C(=O)c1ccc(N(C)S(=O)(=O)c2ccc(C)cc2)cc1
    x, u, 0, 1%, -5.3, -13%, 5%, -2%
- COCC(=O)OCC(=O)Nc1cc([N+](=O)[O-])ccc1Cl
    1%, -5%, 2, 2%, -0.3, 2%, -19%, -7%
- COc1ccccc1NC(=O)C(=O)NNC(=O)c1ccco1
    0%, -7%, -3, -7%, -1.0, -3%, -1%, 0%
- COc1ccc(CC(=O)N[C@@H](C)C(=O)N2CCC3(CC2)NCCc2[nH]cnc23)cc1
    1%, 0%, 0, 4%, -0.8, -9%, -2%, 3%
- O=C(CN1CCC(C(=O)c2ccc3c(c2)OCCO3)CC1)NC1CCCC1
    -21%, 0%, x, 4%, -1.1, 2%, -5%, -5%
- CCN1CCCC1CNC(=O)C1CCN(C(=O)c2cc3sccc3n2Cc2ccc(F)cc2)CC1 (centres undefined)
    -2%, -19%, 7, 10%, -4.6, -25%, -13%, -9%

Next section
Order of results: Mm-Cpn inhibitor, EPAC1 antagonist, PI5P4Ka inh, EPAC1 ag, CCT modulator, PLK1 PBD inh, WRN inhibitor, EPAC2 antag
- Nc1ccc2nc(-c3ccccc3)cnc2c1
    x, 28%, -22, 27%, -2.7, u, u, 13%
- COc1ccc(CNc2cc(C)ccc2C)c(OC)c1OC
    -4%, -8%, x, 6%, -6.8, -14%, -7%, -10%
- COc1cc2cc(CN(Cc3cccnc3)C(=O)NCc3ccccc3)c(=O)[nH]c2cc1OC
    0%, -2%, -8, 2%, -1.5, -2%, 0%, 0%
- O=C(c1cccc(OC2CCN(Cc3cc(F)cc(F)c3)CC2)c1)N1CCCC1
    1%, -15%, -1, -13%, -0.6, -20%, -6%[57.1 µM], -9%
- O=C(c1cccs1)N1CCc2c([nH]c3ccccc23)C1c1ccccn1 (centres undefined)
    0%, -26%, 6, 21%, -0.4, -21%, -8%, -25%
- CC(Sc1nnnn1C)C(=O)Nc1ccc2c(c1)OCCO2 (centres undefined)
    0%, -9%, 3, -4%, -0.2, -5%, 9%, 13%
- COc1ccc(-c2cc(C(=O)Nc3c(C)nn(Cc4ccc(Cl)cc4)c3C)no2)cc1
    0%, -13%, x, 0%, -3.7, -6%, 3%, 4%
